High-throughput results from PubChem BioAssay.
mABHD4 FP = inhibits mouse alpha/beta hydrolase domain 4; hit rate 0.54% among 370,000; AID 720543; purified mABHD4, FP-Rh probe fluorescence polarization; inhibition, % at 8.92 µM;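 active = inhibition exceeding the mean over every tested compound plus 3 SD, cut at about 30% in these data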;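 also: 0% = plate median of compound wells and 100% = S159A mutant with DMSO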
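Assay system: mABHD4 protein; medium: HEPES pH 7.0, NaCl, Pluronic buffer; dosing: 8.92 µM, single dose; schedule: 45 min + 60 min at 25 °C; signal: FP readout, ex 525 nm / em 598 nm; read-out: normalized percent inhibition of probe labeling; repeats: single replicate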
PRMT1 inh = blocks human protein arginine methyltransferase 1 | AID 652257 | hit rate 1.3% among 370,000 | recombinant PRMT1, activity-based probe fluorescence polarization | Q99873 | inhibition, % at 2.79 µM;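 active = inhibition above about 21% made by adding two undisclosed values, limit read from the data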
TCR CD3 inh = inhibitors of human TCR-CD3 interaction | TAMRA-labeled TCR probe fluorescence, biochemical | inhibition, % at 9.4 µM | hit rate 0.37% among 360,000 | AID 651800; in the data active = inhibition above about 19%;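 also: recombinant mutant TCR 2C K166C tagged with TAMRA read by polarization; 0% = receptor in buffer alone and 100% = receptor with positive control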
UHRF1 binding = blocks human UHRF1 binding to methylated DNA. Q96T88. UHRF1 binding to methylated oligo, TR-FRET. inhibition, % at 4.4 µM. hit rate 0.75% among 370,000. AID 687016; in the data active = inhibition above about 21%;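 also: UHRF1 SRA domain binding a hemimethylated CpG hairpin DNA probe; 0% = median of test compound wells and 100% = reference inhibitor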
Target sequence (Q96T88 whole entry, looked up, the tested form may be a part): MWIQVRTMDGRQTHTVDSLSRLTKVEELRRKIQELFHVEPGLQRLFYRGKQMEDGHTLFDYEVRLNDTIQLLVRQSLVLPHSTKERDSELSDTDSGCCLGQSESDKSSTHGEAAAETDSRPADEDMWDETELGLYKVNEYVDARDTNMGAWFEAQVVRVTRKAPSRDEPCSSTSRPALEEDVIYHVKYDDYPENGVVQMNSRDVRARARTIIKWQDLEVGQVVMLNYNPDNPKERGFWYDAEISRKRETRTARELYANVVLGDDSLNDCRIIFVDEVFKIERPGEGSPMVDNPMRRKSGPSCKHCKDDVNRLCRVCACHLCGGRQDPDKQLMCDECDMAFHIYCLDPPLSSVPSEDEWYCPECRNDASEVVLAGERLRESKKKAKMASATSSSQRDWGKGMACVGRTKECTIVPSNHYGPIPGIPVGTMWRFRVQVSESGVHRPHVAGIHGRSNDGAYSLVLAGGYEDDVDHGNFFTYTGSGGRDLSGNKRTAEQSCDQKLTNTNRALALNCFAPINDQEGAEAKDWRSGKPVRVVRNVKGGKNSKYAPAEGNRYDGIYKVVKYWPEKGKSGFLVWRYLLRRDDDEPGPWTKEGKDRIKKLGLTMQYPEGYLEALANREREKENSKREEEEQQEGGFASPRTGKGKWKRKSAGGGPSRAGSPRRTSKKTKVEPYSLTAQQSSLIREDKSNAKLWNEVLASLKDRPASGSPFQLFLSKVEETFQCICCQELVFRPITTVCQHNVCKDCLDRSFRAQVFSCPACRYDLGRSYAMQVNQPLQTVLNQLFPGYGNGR
NPR2 activator = GC-B (human) receptor activation. P20594. HEK293-GC-B cells, CNP EC30, cGMP TR-FRET; 0% at EC30 CNP, 100% saturating CNP. activation, % at 10 µM. hit rate 0.11% among 370,000. AID 1920062;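 active = activation at 10 µM reaching about 35% in either raw or pattern-adjusted values, limit read from the data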
GC-A act = GC-A (human) enzyme activation; hit rate 0.14% among 370,000; activation, % at 10 µM; AID 1671463; HEK293 GC-A cells, cGMP TR-FRET, EC30 ANP; 0% at EC30 ANP, 100% saturating ANP; in the data active = activation above about 40%
MBD2 DNA inh = MBD2-methylated oligo binding inhibition. TR-FRET, MBD2 binding to methylated oligonucleotide. inhibition, % at 4.4 µM. hit rate 0.31% among 370,000. Q9UBB5; in the data active = inhibition above about 13%
SIAE primary = human SIAE inhibition, primary screen; AID 1053197; hit rate 0.69% among 370,000; inhibition, % at 9.66 µM; Q9HAT2; SIAE FP-Rh probe binding, fluorescence polarization;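 active = inhibition above a cutoff: mean of compounds within the control limits plus 3 SD of those, cut at about 17% in these data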;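 also: 0% = plate median of compound wells and 100% = probe without SIAE protein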
HTRA1 inhibitor = inhibitors of human serine peptidase HTRA1; Q92743; hit rate 0.5% among 340,000; recombinant HTRA1, FP-rhodamine activity-based probe, fluorescence polarization; inhibition, % at 5.96 µM; in the data active = inhibition above about 36%;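 also: 0% = enzyme with DMSO and 100% = wells lacking enzyme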
rCAG RNA binder = r(CAG) repeat RNA binding; TO-PRO-1 dye displacement fluorescence; inhibition, % at 3 µM; hit rate 1.3% among 370,000;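 active = inhibition above the plate cutoff, the mean of all test compounds on that plate plus 3 SD, cut at about 35% in these data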;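 also: 0% = DMSO alone and 100% = 100 µM mitoxantrone as full dye displacement; higher means more dye released from RNA so lower well fluorescence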
Numbers without * were called inactive; . = no result given. An excerpt; the hit share may differ from the screen's.

SMILES	mABHD4 FP	PRMT1 inh	TCR CD3 inh	UHRF1 binding	NPR2 activator	GC-A act	MBD2 DNA inh	SIAE primary	HTRA1 inhibitor	rCAG RNA binder
Cc1ccc2sc(NNC(=O)C3COc4ccccc4O3)nc2c1C (stereo not given)	9	6	-1	-1	-5	4	-3	2	17	11
Cn1cnc(S(=O)(=O)Nc2ccc(Cl)c(C(F)(F)F)c2)c1	-1	-2	0	1	1	3	1	-3	8	3
Cc1cc(OCC(=O)OCC(=O)NCc2ccc3c(c2)OCO3)ccc1Cl	-4	3	-8	1	3	0	0	-2	3	7
COc1ccc(C=CC(C)=NNC(=O)c2ccncc2)cc1	-1	-5	-3	-1	-2	-6	1	1	7	0
Brc1ccc(-c2cn3ccccc3n2)s1	-10	1	-2	-2	-6	3	1	1	-6	-1
CCCCSc1ccc2nc(-c3ccc(C#N)cc3)cn2c1	-22	0	-5	-1	5	0	-1	2	-39	2
COc1ccc(CNC(=O)CCn2c(C)csc2=O)cc1	-10	-1	-5	3	2	1	-1	-6	3	1
CCN1C(=O)C(CC(=O)Nc2ccc(Cl)cc2)N(NC(=O)c2ccncc2)C1=S (stereo not given)	-11	2	-3	19	0	-4	5	-10	.	23
C=CCOc1ccc(/C=C/C(=O)OCc2csc(CC(=O)Nc3ccccc3C)n2)cc1	13	0	2	-1	-5	-5	-1	-1	-14	6
O=C(NC1CC2CCCC(C1)N2C(=O)Nc1ccc(F)cc1)c1ccccc1 (stereo not given)	-1	3	10	0	5	-1	-8	2	-3	1
Cn1cc(C(=O)C(F)(F)F)c2ccccc21	-2	-1	5	-2	-1	-4	0	-1	5	0
O=C(Nc1ccc(Cl)cn1)Nc1cccs1	4	-2	2	-4	-5	-2	2	-1	0	7
CC(=O)c1ccc(NC(=O)/C(=C\c2ccco2)NC(=O)c2ccco2)cc1	4	20	-2	-2	0	0	0	-6	5	10
CS(=O)(=O)c1ccc(C(=O)OCC(=O)c2ccc(Cl)s2)cc1	-6	-2	0	8	-1	3	4	-8	0	3
CCCC(=O)N1CCC[C@]2(CC[C@@H](CCC(=O)OCC)O2)C1	-5	-2	.	4	12	2	2	-2	.	-2
COc1ccc(N(C(=O)Cn2nnc(-c3ccc(C)o3)n2)C(C(=O)NC2CCCC2)c2ccncc2)cc1 (stereo not given)	-9	-3	2	0	-7	2	2	3	-5	2
c1nnc(NCNc2nncs2)s1	-1	0	2	-2	2	2	-4	5	-3	0
COc1ccccc1CNC(=O)c1ccc2c(c1)OCO2	5	-1	1	3	4	-1	3	-1	-4	-2
CC(=O)Nc1ccc(S(=O)(=O)NCc2cc(=O)n(C)c(=O)n2C)cc1	8	2	2	-1	-3	5	6	-1	-3	-1
O=C(c1cc(COc2ccc(F)cc2Cl)on1)N(Cc1ccncc1)CC1CCCO1 (stereo not given)	0	-3	-2	3	4	8	6	0	-10	-5
S=c1[nH]nc(COc2ccccc2)n1-c1ccc(Cl)cc1	-5	8	-1	2	1	-1	0	1	-2	1
O=C(CSc1ccc(-c2ccc(F)cc2)nn1)N1CCN(c2ccccc2)CC1	-4	-3	7	-3	-2	0	4	4	1	2
COc1cccc(C#Cc2ccc3c(c2)O[C@@H](CN(C)C(=O)c2ccccn2)[C@@H](C)CN([C@H](C)CO)S3(=O)=O)c1	-14	-1	4	22*	4	5	3	-3	-35	6
CCOC(=O)C1(C)CCCN(C(=O)c2ccc(F)cc2Cl)C1 (stereo not given)	4	-3	-1	-1	-2	-1	-1	6	.	-2
O=[N+]([O-])c1ccc(C=NNC(=S)Nc2ccc(F)cc2)cc1	1	-6	3	0	1	-1	-2	1	3	5
CN(C)C(CNc1ncnc2sc3c(c12)CCCCC3)c1ccco1 (stereo not given)	2	2	2	0	1	-3	2	2	5	-6
CCCCCCCCN1C(=O)[C@H](CC(=O)NCCCOCCCC)C[C@@]2(C(=O)OCC)CCCC=C12	-2	0	5	-2	-2	3	3	5	.	6
CC(NC(=O)COc1ccc(/C=N/NS(=O)(=O)c2ccccc2)cc1)c1ccccc1 (stereo not given)	-4	-1	7	0	0	-5	2	2	-9	8
CCn1nc(C(=O)Nc2nc3ccc(C)cc3s2)c2ccccc2c1=O	-7	-3	3	-3	.	.	-9	-1	0	0
COc1ccc(-c2csc3nc(C)n(-n4cccc4)c(=O)c23)cc1	-5	-5	11	0	-2	-5	4	-7	-17	-2
COc1cccc(C2CC(c3ccc(F)cc3)Nc3nc(N)nn32)c1 (stereo not given)	1	-1	1	-1	-3	1	3	-5	-4	0
CCOC(=O)N1CCN(C(=S)NC2CCCCC2)CC1	4	-1	-4	1	3	4	-7	-8	7	-2
CN1CCN(C(=O)/C(=C/c2ccccc2Cl)NC(=O)c2ccccc2)CC1	8	1	3	1	-3	-5	3	-1	16	0
CCOc1ncccc1C(=O)Nc1ccc(S(=O)(=O)Nc2nccs2)cc1	5	-6	5	-4	1	1	0	-7	-7	26
Cc1ccc(CSc2ncnc3c2cnn3-c2ccccc2)cc1	-5	-1	1	2	-5	-10	0	6	-2	0
C=C(C)c1cccc(C(C)(C)NC(=O)Nc2ccc(OC)nc2)c1	0	25*	-4	0	0	-2	0	-3	-4	-3
CC(=O)c1c(C)oc2c1C(=O)c1ccccc1C2=O	8	-3	3	4	-7	-2	4	-1	4	-2
Cc1nonc1NC(=O)CSc1nc2ccccc2cc1C#N	-3	-1	-2	-5	-9	-5	-10	2	-4	5
CCOC(=O)C(=Cc1ccc(N(C)C)cc1)C(=O)c1ccccc1	14	-1	5	7	6	0	-4	3	.	0
CCOc1ccc(NS(=O)(=O)c2ccc3[nH]c(=O)cc(C(=O)O)c3c2)cc1	2	0	2	1	3	2	-2	3	-4	7
C=CCN1C(=O)C(CC(=O)O)SC1=Nc1ccc(N=Nc2ccccc2)cc1 (stereo not given)	3	-1	-3	0	-5	5	-1	10	-5	55*
CCCCn1c(N)c(N(CC(C)C)C(=O)C2CC(=O)N(Cc3ccccc3)C2)c(=O)[nH]c1=O (stereo not given)	7	2	-2	-1	1	0	2	5	-4	-7
COc1ccccc1CCC[C@@H](CCS(=O)(=O)C(C)C)CC1CCCCC1	-4	-1	.	1	4	-1	3	1	.	4
CSCC[C@H](NC(=O)COc1ccc(Cl)cc1Cl)c1nc2ccccc2[nH]1	-13	2	5	2	-3	-11	-5	2	-23	-2
O=C(CSc1nc2ccccc2c(=O)n1-c1ccccc1)N1CCCC1	5	-2	8	-1	-3	0	-7	2	-2	-6
Cc1cccc(C)c1OCC(=O)NNC(=S)NC(=O)C1CC1	5	-3	3	-3	2	1	2	7	5	1
O=[N+]([O-])c1ccc(OC(F)F)c(/C=N/n2cnnc2)c1	4	3	-6	-1	3	-2	-3	7	2	-2
O=C(Nc1ccccc1O)c1ccc(NC(=O)C2CC2)cc1	1	-4	-4	4	0	2	-1	3	-2	-1
OCCCNc1ncnc2c1ncn2[C@H]1CN(Cc2ccc3c(c2)OCO3)C[C@@H](CO)O1	-10	11	0	5	2	-3	8	0	.	1
Cc1[nH]c2ccc(OCc3ccccc3)cc2c1CCN1C(=O)OC(C)(C)C1(C)O (stereo not given)	1	-5	-2	0	-7	1	-2	4	0	4

Brought forward from above: 4 entries, followed by the next part.
SMILES	mABHD4 FP	PRMT1 inh	TCR CD3 inh	UHRF1 binding	NPR2 activator	GC-A act	MBD2 DNA inh	SIAE primary	HTRA1 inhibitor	rCAG RNA binder
O=[N+]([O-])c1ccc(OC(F)F)c(/C=N/n2cnnc2)c1	4	3	-6	-1	3	-2	-3	7	2	-2
O=C(Nc1ccccc1O)c1ccc(NC(=O)C2CC2)cc1	1	-4	-4	4	0	2	-1	3	-2	-1
OCCCNc1ncnc2c1ncn2[C@H]1CN(Cc2ccc3c(c2)OCO3)C[C@@H](CO)O1	-10	11	0	5	2	-3	8	0	.	1
Cc1[nH]c2ccc(OCc3ccccc3)cc2c1CCN1C(=O)OC(C)(C)C1(C)O (stereo not given)	1	-5	-2	0	-7	1	-2	4	0	4
COc1ccc(C2/C(=C(/O)c3ccc4c(c3)CC(C)O4)C(=O)C(=O)N2CCN2CCOCC2)cc1OC (stereo not given)	1	0	-6	3	-1	-1	-1	1	3	1
Cc1cccc(C)c1OCc1n[nH]c(=S)n1N	0	1	1	-1	-5	1	-1	4	4	3
CC(=O)C1=C(O)C(=O)N(c2ccc(O)cc2)C1c1ccccc1F (stereo not given)	-3	9	-2	-3	0	3	8	3	8	3
COc1ccc2nc(-c3ccc(N)cc3)[nH]c2c1	4	-1	-3	1	-9	-4	2	2	1	1
COc1ccc(CN2C(=O)C(C)Nc3ncnc(N4CCN(c5ccccn5)CC4)c32)cc1 (stereo not given)	2	2	-3	3	1	0	-3	2	-16	10
COc1ccc(N(C(=O)c2ccco2)C(C(=O)NC2CCCCC2)c2cccs2)cc1OC (stereo not given)	-3	0	1	1	-2	-6	-4	3	2	-3
O=c1[nH]cc(S(=O)(=O)N2CCN(c3cccc(C(F)(F)F)c3)CC2)c(=O)[nH]1	-3	0	9	-1	0	-1	1	-1	2	5
CCc1nc(Nc2ccc(F)cc2)c2oc3ccccc3c2n1	-13	-2	0	0	9	18	0	-10	-51	4
Cc1ccc(NS(=O)(=O)c2ccc(CCC(=O)N3CCOCC3)cc2)cc1	-1	-2	6	-2	0	-1	-7	-1	-4	-4
COc1ccc(OC)c(S(=O)(=O)N2CCC(NC(=O)c3ccccc3)CC2)c1	5	3	3	1	8	1	9	-4	-3	-4
Cc1ccc(C)c(NC(=O)CN(C)C(=O)C2CCCC2)c1	2	1	-3	-1	0	3	2	0	1	1
C=CCNC(=O)c1ccccc1NC(=O)Nc1ccccc1	-10	-3	8	2	-6	1	-4	10	-16	1
Nc1nnc(-c2ccco2)s1	7	10	3	1	2	1	2	6	4	-1
COC(=O)c1ccc(C)c(N(CCO)CCO)c1	7	2	5	-4	6	7	0	1	5	0
NS(=O)(=O)c1ccc(NCc2cnc3ccccc3n2)cc1	2	0	5	-5	0	-9	0	4	5	4
Cc1ccc(CNC(=O)CCS(=O)(=O)c2ccc3c(c2)CC(C)N3C(=O)C2CC2)cc1 (stereo not given)	-7	-1	5	1	-1	-2	1	-9	0	2
Cc1cc2sc3ccc(C#CC4(O)CCCCC4)cc3c(=O)c2cc1C	-2	2	0	10	-4	-4	8	-21	-19	8
Cc1cc(C)nc(N2CCC(C(=O)NNC(=O)c3ccc(Cl)cc3)CC2)n1	3	2	1	-3	-3	6	-2	-8	-5	-1
CCOc1cc(NC(=S)NC)c(OCC)cc1NC(=O)c1cccs1	-2	-5	-1	1	2	1	-2	1	0	5
Cc1cccc2cc(C#N)c(NCCNS(=O)(=O)c3ccccc3)nc12	-5	0	-7	1	2	0	2	-3	-7	0
Cc1nc(-c2cccc3ccccc23)ccc1C(=O)O	4	1	-1	0	-2	2	-4	6	-4	2
Cc1oc(-c2ccccc2F)nc1CS(=O)CC(=O)NC1CCCCC1 (stereo not given)	4	-2	10	1	1	0	-6	-1	-7	-1
O=C(COC(=O)/C=C/c1ccc([N+](=O)[O-])cc1)Nc1ccc(F)cc1	1	-1	9	0	-2	2	4	-1	0	4
COc1cccc(OCCNCc2ccccc2)c1	16	1	3	0	2	-4	6	-1	-3	-1

Three entries from above, ordered by the number in GC-A act, rising:
mol,GC-A act
COc1cccc(OCCNCc2ccccc2)c1,-4
Cc1oc(-c2ccccc2F)nc1CS(=O)CC(=O)NC1CCCCC1 (stereo not given),0
Cc1nc(-c2cccc3ccccc23)ccc1C(=O)O,2
